# HIF-2a block – HIF-2a reporter inhibitors, primary screen, luminescence, 786-0 RCC cells. 786-0 RCC cells HIF-2a reporter, luciferase luminescence, overnight. inhibition, % at 18.8 µM. hit rate 0.72% among 360,000. AID 624352, 2012;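 active means inhibition of the luminescence signal of 40% or more relative to plate controls, in a single-dose primary screen at 18.75 µM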
# PDI turbidity – inhibitors of human PDI, primary screen, biochemical, turbidity, single point, plate reader | Protein disulfide-isomerase (Homo sapiens), P07237 | PDI insulin aggregation turbidity, A650, 90 min | inhibition, % at 10 µM | hit rate 0.052% among 350,000;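 active means mean inhibition across replicates of 30% or more, whatever share of single replicates reach that level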;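 further: absorbance from insulin aggregation driven by PDI reduction with DTT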
# Target sequence (P07237 whole entry, looked up): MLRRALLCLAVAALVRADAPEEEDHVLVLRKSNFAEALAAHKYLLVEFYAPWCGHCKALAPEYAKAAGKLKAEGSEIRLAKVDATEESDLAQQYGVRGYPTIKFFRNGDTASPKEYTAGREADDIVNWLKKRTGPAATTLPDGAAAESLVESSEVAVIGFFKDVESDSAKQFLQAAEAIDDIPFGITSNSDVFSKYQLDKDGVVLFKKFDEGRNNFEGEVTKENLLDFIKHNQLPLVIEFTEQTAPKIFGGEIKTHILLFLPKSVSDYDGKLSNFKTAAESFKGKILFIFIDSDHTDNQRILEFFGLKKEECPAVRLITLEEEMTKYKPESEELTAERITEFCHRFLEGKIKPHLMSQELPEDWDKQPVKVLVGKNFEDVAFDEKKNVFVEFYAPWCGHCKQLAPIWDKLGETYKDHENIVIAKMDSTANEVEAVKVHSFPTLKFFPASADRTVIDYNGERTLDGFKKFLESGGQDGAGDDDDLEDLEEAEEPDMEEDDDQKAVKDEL
# NR2E3 ag-1 – NR2E3 agonists in two-hybrid cells, primary screen, cell-based, luminescence, CHO-S, Gal4-NCOR/VP16-NR2E3; Photoreceptor-specific nuclear receptor (Homo sapiens), Q9Y5X4; luciferase; inhibition of corepressor binding, % at 3.98 µM; hit rate 0.35% among 360,000; AID 602229, 2012;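 active means inhibition above the mean of all tested compounds plus 3 SD, cut at about 70% in these data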;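 further: 0% = DMSO with NR2E3 transfected cells and 100% = cells lacking NR2E3 construct; higher means lower luciferase signal from less NR2E3 corepressor binding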
# Target sequence (Q9Y5X4 whole entry, looked up, the tested form may be a part): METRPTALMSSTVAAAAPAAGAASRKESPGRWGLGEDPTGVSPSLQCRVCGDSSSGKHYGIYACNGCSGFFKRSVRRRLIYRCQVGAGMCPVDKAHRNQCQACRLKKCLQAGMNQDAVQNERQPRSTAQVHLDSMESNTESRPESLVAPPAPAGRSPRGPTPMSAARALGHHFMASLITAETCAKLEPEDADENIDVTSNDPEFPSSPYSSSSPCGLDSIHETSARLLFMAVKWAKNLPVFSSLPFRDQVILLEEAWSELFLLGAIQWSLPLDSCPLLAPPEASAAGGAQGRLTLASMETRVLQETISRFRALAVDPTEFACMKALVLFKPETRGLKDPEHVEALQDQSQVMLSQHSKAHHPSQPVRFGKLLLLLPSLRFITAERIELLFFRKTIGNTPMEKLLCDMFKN
# HTR2A ag – mouse Htr2a agonists via beta-arrestin recruitment, primary screen, cell-based, luminescence | activation, % at 7.6 µM | CHO-K1 mHTR2A beta-arrestin complementation; percent of 30 µM serotonin response | 5-hydroxytryptamine receptor 2A (Mus musculus), P35363 | hit rate 0.66% among 360,000;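 active means activation above a run cutoff, the mean activation of all tested compounds plus 3 SD, cut at about 14% in these data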;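 further: 0% = plate median of compound wells and 100% = 30 µM serotonin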
# TRPM1 prom inh – inhibitors of MITF-dependent TRPM1 promoter reporter, primary screen, cell-based, SK-MEL-5, single point, luciferase. inhibition, % at 12.5 µM. hit rate 0.83% among 330,000. SK-MEL-5 TRPM1 promoter luciferase, 24 h;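 active means mean inhibition across replicates of 60% or more, whatever share of single replicates reaches that level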; further: values of inactives mirror those of a sister screen read the other way
# Shn3 3UTR inh – reduction of Shn3 3'UTR firefly luciferase signal, primary screen, Schnurri-3 inhibitor project, cell-based, Clone20 osteoblasts, set 2 | Clone20 osteoblast Shn3 3'UTR firefly luciferase, 24 h | inhibition, % at 12.5 µM | hit rate 0.52% among 360,000 | AID 588674, 2011;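 active means mean inhibition of at least 75% with every replicate also reaching 75%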;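 further: 0% = median of neutral control wells and 100% = pilot-screen positive control compound; some compounds past the cut are filed as inactive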
# NR2E3 ag-2 – inhibitors of NR2E3-RetCOR corepressor binding, primary screen, NR2E3 agonist project, biochemical, TR-FRET, GST-NR2E3, biotin-RetCOR; hit rate 0.12% among 320,000; 1536-well; Photoreceptor-specific nuclear receptor (Homo sapiens), Q9Y5X4; inhibition of corepressor binding, % at 4.78 µM; AID 2300, 2010;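 active means percent inhibition above the cutoff of mean plus 3 SD of all tested compounds, set per screening campaign, cut at about 20% in these data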;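 further: 0% = DMSO wells and 100% = biotin wells as full block of FRET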
#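 System: GST-NR2E3 and biotin-RetCOR proteins; probe or stimulus: 7 nM biotin-RetCOR; doses: compound at 4.8 µM, single dose; schedule: Compound–protein incubation for 5 h at 4 °C; detection: time-resolved FRET; read-out: percent inhibition; controls: biotin wells as high control, 0.6% DMSO wells as low control; format: 1536-well plates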
# Peg3 prom inh – Peg3 promoter-driven luciferase inhibitors, primary screen, cell-based, HeLa, luciferase luminescence; inhibition, % at 20 µM; HeLa PEG-Prom luciferase reporter, overnight; hit rate 1.7% among 360,000; AID 588405, 2011;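 active means inhibition of at least 50% at 20 µM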
# iPSC survival up – enhancers of single-cell hiPSC survival, primary screen, ATPlite luminescence; hit rate 0.044% among 360,000; survival enhancement, % at 20 µM; 100% = ROCK inhibitor wells, 0% = DMSO; in the data active means survival enhancement above about 18%;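 further: cells exposed to compounds for 16 hours before the ATP read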
# Cardio protect – cardioprotection against H2O2-induced cell death, primary screen, uHTS, H9c2 cells, ATPLite luminescence | AID 588492, 2011 | H9c2 cardiomyocytes, H2O2 injury protection, 2 h | hit rate 0.63% among 360,000 | protection from H2O2 cell death, % at 20 µM;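 active means compounds giving at least 50% protection of heart cells from peroxide-induced death in the single-dose screen, raw or plate-pattern-corrected value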;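 further: 0% = DMSO wells with peroxide and 100% = DMSO wells without peroxide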
# CaV13 ICDI inh – Disruptors of the CACNA1D IQ motif to Ca2+-dependent inactivation inhibitor domain association, primary screening, Förster resonance energy transfer in intact living … | HEK cells, CFP/YFP FRET ICDI-IQ, plate reader, 10 min; percent FRET-ratio fall versus neutral wells | inhibition, % at 12.3 µM | hit rate 0.098% among 340,000;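 active means mean replicate inhibition of at least 30% and at least 1% of replicates passing that level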;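 further: 0% = median of the neutral control wells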
# Active calls of the source: *; / = not tested or not shown. Hits appear at their usual frequency; any-hit rate near 3.9%.
SMILES,HIF-2a block,PDI turbidity,NR2E3 ag-1,HTR2A ag,TRPM1 prom inh,Shn3 3UTR inh,NR2E3 ag-2,Peg3 prom inh,iPSC survival up,Cardio protect,CaV13 ICDI inh
NC(=O)c1nsc(C(=O)N(CC(=O)NC2CCCCC2)c2cccc(F)c2)c1N,7.7,11.4,-21.9,5.7,3.1,11.2,1.3,9.0,0.0,4.2,-1.9
CCSc1nc(C2CC2)cc(-c2cccs2)c1C#N,-13.3,-7.2,-10.6,-2.2,-8.2,15.4,1.5,12.8,3.9,-9.6,-5.2
N#C/C=C(/N)c1ccc(Br)cc1,14.4,-6.3,-14.8,-4.7,-2.8,-18.5,2.9,5.2,1.1,-9.7,-6.1
CC(C)(C)C(=O)NNC(=O)c1cc(C(C)(C)C)nn1Cc1ccccc1,7.4,-24.1,1.0,5.4,-4.0,5.2,1.7,-0.6,-0.5,1.2,-4.1
CCc1c(C(=O)Nc2nnc(C3CC3)s2)csc1C,-90.0,3.8,-18.2,-0.6,-27.7,-5.9,4.1,-81.6,2.1,-2.1,-6.0
CCC1=C(C)CN(C(=O)NCCc2ccc(S(=O)(=O)NC(=O)NC3CCC(C)CC3)cc2)C1=O (centres undefined),0.1,-3.7,-18.8,-1.2,12.2,10.3,6.2,24.4,-1.7,-8.4,-5.0
Cn1c(Cc2cccs2)nnc1SCC(=O)Nc1ccccc1F,13.6,-14.9,-2.4,0.9,1.0,-9.2,-4.9,4.0,-0.2,2.8,-6.2
COc1cc(C(=O)NCC2CCCN2S(=O)(=O)c2cccs2)cc(OC)c1OC (centres undefined),5.4,-2.3,-20.1,0.1,-7.6,4.2,0.7,-8.1,-0.5,1.3,-4.8
COC(=O)C1=C(CS(=O)(=O)c2ccc(OC)c(OC)c2)NC(=O)NC1c1ccc(O)c(OC)c1 (centres undefined),7.5,-5.3,-8.7,-5.5,2.7,-10.9,-0.7,10.7,-0.4,-1.2,-3.0
COc1ccc(S(=O)(=O)N2CCCCC2)cc1NC(=O)Cc1cccs1,11.3,11.2,-6.0,1.1,12.0,-4.0,2.6,8.9,-0.3,-4.4,-6.0
CCN(CC)c1c([N+](=O)[O-])c(=O)sc2ccccc12,8.2,0.4,-18.7,2.7,2.0,-12.7,1.6,6.2,1.5,14.3,8.5
COc1cccc(-c2nc(CS(=O)(=O)CC(=O)NCc3ccccc3)c(C)o2)c1,2.0,/,-1.0,6.9,/,-14.3,-1.7,8.7,-0.8,0.1,-4.2
O=C1CCCC2=C1C(c1ccco1)Nc1ccc3ccccc3c12 (centres undefined),-64.0,26.5,-16.1,2.2,20.7,23.1,2.8,-45.5,5.3,-19.8,-3.0
Cc1ccsc1C1C(C(=O)O)c2ccccc2C(=O)N1C (centres undefined),9.2,-5.2,3.2,-0.6,-7.4,3.7,0.4,4.3,-1.3,0.0,-3.2
C#CCSc1n[nH]c(-c2ccco2)n1,0.2,0.4,-8.7,-4.5,4.1,-40.8,0.8,-2.8,0.2,-6.3,-13.3
CCOC(=O)N1CCN(C(=O)COC(=O)CSc2ccc([N+](=O)[O-])cc2)CC1,18.0,18.7,-12.2,-0.6,5.7,-23.2,-1.9,6.1,-0.4,0.9,-6.3
CN(C(=O)COC(=O)c1ccc(=O)n(Cc2ccccc2)n1)c1ccccc1,14.4,3.3,14.4,2.1,4.4,3.3,0.0,-1.5,-1.9,-6.9,-6.4
O=C(c1cc2ccccc2oc1=O)N(Cc1ccc(F)cc1)C1CCS(=O)(=O)C1 (centres undefined),-139.3,-0.1,-27.6,-4.2,-59.9,-47.8,-4.2,-226.8,-0.8,-2.4,-4.4
CCC(=O)Nc1ccc(C(=O)CSc2nc3ccccc3cc2CC)cc1,-35.3,2.4,-11.6,5.5,-12.2,3.9,-1.1,2.0,0.3,-5.4,-7.4
CCn1cc(C(=O)O)c(=O)c2cc(F)c(N3CCN(C(=S)NC(=O)c4ccccc4F)CC3)cc21,18.0,8.9,-14.6,-1.2,10.0,-6.0,4.1,1.0,2.2,9.7,-0.8
O=C(COC(=O)/C=C/c1ccc(Cl)cc1)Nc1ccc2[nH]c(=O)[nH]c2c1,4.8,1.7,-30.4,-2.9,-10.9,-4.8,0.1,20.4,-0.3,4.8,-14.0
CCOc1ccc(C2CC(=O)NC3=C2C(=O)CCC3)cc1 (centres undefined),6.6,-11.7,-11.9,-2.8,2.9,-5.8,-1.6,-1.6,4.8,6.3,-7.1
COc1ccc(-n2c(SCC(=O)Nc3nccs3)nc3sc4c(c3c2=O)CCN(C)C4)cc1,11.8,1.4,11.3,-0.2,-5.5,5.7,2.3,3.6,10.2,14.0,/
Cc1ccc(-n2nnnc2CN2CCCCC2)cc1,-0.5,-4.5,5.4,-0.3,0.5,1.6,-1.0,15.0,-0.8,-5.2,-4.4
COc1ccc2ccccc2c1/C=N/NC(=O)c1ccc([N+](=O)[O-])cc1,-13.5,-0.6,-24.5,-1.7,-21.3,-7.4,0.2,6.6,0.2,-1.4,-19.9

# (more compounds)
SMILES,HIF-2a block,PDI turbidity,NR2E3 ag-1,HTR2A ag,TRPM1 prom inh,Shn3 3UTR inh,NR2E3 ag-2,Peg3 prom inh,iPSC survival up,Cardio protect,CaV13 ICDI inh
Fc1cccc(Cc2noc(CN3CCCCC3CCc3ccccn3)n2)c1 (centres undefined),13.7,15.9,-18.5,7.5,7.5,9.7,1.6,12.9,0.3,-3.2,-2.2
CCC(=O)NC(C)C(c1cccs1)N1CCN(Cc2ccccc2)CC1 (centres undefined),-2.8,/,-30.5,-0.2,8.1,8.5,1.1,14.7,-0.6,10.5,-2.9
CN(C)C1=NCCN1CCc1ccc(F)cc1,10.1,1.9,-43.5,-0.2,3.9,3.0,5.8,-53.4,-0.6,-0.4,-5.7
O=C(COC(=O)c1ccc(S(=O)(=O)N2CCCC2)cc1)Nc1ccc(F)cc1F,4.1,-5.4,-7.3,3.3,8.9,4.6,5.9,9.4,0.4,2.4,-4.9
CCOC(=O)c1csc(N)c1-c1ccc([N+](=O)[O-])cc1,13.4,1.3,-21.1,-2.2,-8.8,10.1,2.7,17.2,-0.8,-2.0,-19.2
COc1ccccc1-c1nnc(NC(=O)C(C)SC2=NCCS2)s1 (centres undefined),-71.7,/,-29.0,2.4,0.4,-26.7,-1.0,-64.6,1.2,-2.0,-9.0
COc1ccc(-c2nnc(COc3ccc4ccccc4c3)o2)cc1OC,-24.7,-6.4,-0.9,-6.8,-16.3,-3.8,-0.7,-7.4,-0.9,8.3,/
COc1ccc(NS(=O)(=O)c2ccc(C)c(C(=O)N(C)CCc3ccc(OC)c(OC)c3)c2)cc1,4.2,-1.4,15.1,-3.6,2.5,54.8,0.0,-4.1,-0.3,-0.2,-4.8
O=C(CCCc1ccccc1)c1ccccc1,-284.4,4.3,-117.3,1.0,/,-55.4,4.0,-398.5,-0.2,-10.3,-2.8
COc1ccc(CC2(CO)CCN(CC3=Cc4cc(Cl)ccc4OC3)CC2)cc1,-18.3,3.2,69.2,-4.3,21.4,90.4*,0.2,27.8,1.8,-23.4,-3.8
CCCN(CC(=O)Nc1ccccc1OC)C(=O)c1cnc(Cl)c(Cl)c1,12.2,0.1,-14.3,6.3,32.9,-4.4,5.4,3.4,-0.4,-3.4,-2.7
C/C(=N\NC(=S)NCc1ccccc1)c1ccc(Br)cc1,-41.3,0.6,45.3,-4.2,10.3,13.9,6.9,-41.3,-0.5,-7.2,-4.6
CCO[C@@H]1OC(C(=O)N2CCN(Cc3ccccc3)CC2)=C[C@H](c2cn(C(C)=O)c3ccccc23)[C@H]1CCCO,5.7,-1.3,9.7,-1.8,-3.7,-2.4,-0.9,24.9,-1.3,14.9,-10.4
CCCCSc1nc(C)c(C(C)=O)cc1C#N,-42.3,-1.9,-16.8,8.1,-5.2,-27.7,-0.7,-51.9,1.5,0.8,-7.5
Cc1onc(-c2c(F)cccc2Cl)c1C(=O)NCC1COc2ccccc2O1 (centres undefined),15.8,7.4,16.1,-2.3,-5.8,-2.0,-2.5,21.4,0.6,2.9,-5.0
COc1ccc(O)c(C2(O)C(=O)c3ccccc3C2=O)c1,11.2,10.7,-1.5,-1.6,1.3,-7.4,1.2,20.3,-0.4,-4.8,-5.2
COc1cccc(N2CCN(c3ccc(S(=O)(=O)N4CCN(C)CC4)cc3[N+](=O)[O-])CC2)c1,4.1,7.2,26.0,-7.5,8.8,36.0,/,12.1,-0.4,-5.6,-6.6
CCOc1ccc(Cl)cc1-c1cc(C(=O)NCc2cc(C(F)(F)F)cc(C(F)(F)F)c2)[nH]n1,15.6,1.7,3.0,-1.0,/,1.4,/,-13.5,-2.2,-12.6,-3.8
CC1=NN(c2nc(N)nc(/C(C#N)=C/c3ccc([N+](=O)[O-])o3)n2)C(C)(C)C1,1.7,-9.6,-2.9,9.4,91.1*,98.3*,/,102.1*,11.3,-14.0,-6.7
O=C(Cn1nnc(-c2ccccc2)n1)Nc1ccc2c(c1)OCO2,-3.9,-7.4,-24.6,4.5,8.1,-13.3,2.2,10.5,-1.1,6.1,/
Cc1ccccc1CN1CCN(Cc2ccccc2C(F)(F)F)CC1,1.9,2.6,-5.0,-3.7,-1.0,-2.3,11.4,6.5,-0.4,-11.2,-4.5
O=C1NC[C@H](CCCCN2C[C@@H](Cc3ccccc3)N(CCC3CCCCC3)C(=O)C2=O)N(CCC2CCCCC2)C1=O,-38.1,/,-6.9,0.8,/,/,/,/,-0.8,/,-6.4
C=CC[C@@H](Cc1ccc(F)cc1)C(=O)OC[C@@H]1CCCN1C(=O)[C@H](CC=C)CC(=O)N(CCO)Cc1ccccc1,18.8,2.5,-1.8,1.4,-0.1,38.0,/,25.5,-3.1,-3.3,/
Cc1ccc(S(=O)(=O)N(C)CC(=O)OCC(=O)NCCc2ccc(S(N)(=O)=O)cc2)cc1,13.8,7.8,12.4,1.8,8.7,0.7,/,1.5,5.3,-1.0,-9.9
CCOC(=O)[C@]12CCC=C1N(Cc1ccc3c(c1)OCO3)C(=O)[C@H](CC(=O)NCCCOC)C2,6.7,/,-9.4,9.9,/,/,/,/,-1.4,/,-2.4

# Screening results from PubChem BioAssay.
